# Screens deposited in PubChem BioAssay by The Scripps Research Institute Molecular Screening Center.
# pPAFAH inh – pPAFAH enzyme inhibitors, primary screen, biochemical, fluorescence polarization, human | Platelet-activating factor acetylhydrolase (Homo sapiens), Q13093 | recombinant pPAFAH, FP-rhodamine probe fluorescence polarization | inhibition, % at 3.39 µM | hit rate 1.5% among 330,000;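 active = inhibition above the mean inhibition across the screen plus 3 SD, cut at about 25% in these data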;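 also: inhibitors block binding of the rhodamine activity-based probe so polarization drops; 0% = enzyme with DMSO and 100% = wells lacking pPAFAH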
# Target sequence (Q13093 whole entry, looked up): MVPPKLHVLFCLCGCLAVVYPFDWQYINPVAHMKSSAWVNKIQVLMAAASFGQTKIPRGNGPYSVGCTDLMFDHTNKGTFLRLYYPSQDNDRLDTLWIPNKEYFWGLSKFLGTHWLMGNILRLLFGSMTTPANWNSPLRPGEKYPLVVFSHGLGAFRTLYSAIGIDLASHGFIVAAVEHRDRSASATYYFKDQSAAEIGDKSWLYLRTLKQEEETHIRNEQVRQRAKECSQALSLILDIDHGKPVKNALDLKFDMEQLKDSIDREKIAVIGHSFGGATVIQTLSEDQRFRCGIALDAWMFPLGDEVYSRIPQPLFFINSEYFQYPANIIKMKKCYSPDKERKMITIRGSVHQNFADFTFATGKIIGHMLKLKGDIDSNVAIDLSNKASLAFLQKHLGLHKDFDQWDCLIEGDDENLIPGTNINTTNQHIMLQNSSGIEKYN
# GSTO1 inh – inhibitors of recombinant GSTO1, primary screen, counter-screen for RBBP9 inhibitor project, biochemical, fluorescence polarization; activity-based probe fluorescence polarization; inhibition, % at 5.96 µM; hit rate 1.1% among 300,000;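 active = inhibition above the campaign mean inhibition plus 3 SD, cut at about 35% in these data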;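 also: 0% = GSTO1-1 with DMSO and 100% = wells lacking GSTO1-1 enzyme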
# Target sequence (P78417 whole entry, looked up): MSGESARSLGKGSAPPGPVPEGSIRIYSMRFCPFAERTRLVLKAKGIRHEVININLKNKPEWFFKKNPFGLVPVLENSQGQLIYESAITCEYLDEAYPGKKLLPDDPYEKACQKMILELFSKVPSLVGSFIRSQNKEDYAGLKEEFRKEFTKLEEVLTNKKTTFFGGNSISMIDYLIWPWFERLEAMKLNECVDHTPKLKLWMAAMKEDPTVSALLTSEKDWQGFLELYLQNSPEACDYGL
# LYPLA1 counter – LYPLA1 inhibitors, primary screen, counter-screen for PME1 inhibitor project, biochemical, fluorescence polarization, FP-Rh probe ABPP. Acyl-protein thioesterase 1 (Homo sapiens), O75608. recombinant LYPLA1. inhibition, % at 5.9 µM. hit rate 0.16% among 320,000;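 active = inhibition above the mean of all tested compounds plus 3 SD, set per campaign, cut at about 14% in these data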;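 also: inhibitors block serine hydrolase probe labeling of LYPLA1 so polarization falls; 0% = enzyme with DMSO and 100% = wells lacking LYPLA1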
# PAFAH1B2 FP inh – PAFAH1B2 enzyme inhibitors, primary screen, biochemical, fluorescence polarization, human | Platelet-activating factor acetylhydrolase IB subunit alpha2 (Homo sapiens), P68402 | recombinant PAFAH1B2, FP-rhodamine activity probe | inhibition, % at 3.39 µM | hit rate 1.2% among 340,000;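 active = inhibition above the mean of all tested compounds plus 3 SD, cut at about 24% in these data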;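 also: 0% = enzyme with DMSO and 100% = wells lacking PAFAH1B2; many of its hits are not listed in these tables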
# PAFAH2 FP inh – PAFAH2 enzyme inhibitors, primary screen, biochemical, fluorescence polarization, human. Platelet-activating factor acetylhydrolase 2, cytoplasmic (Homo sapiens), Q99487. recombinant PAFAH2, FP-rhodamine activity probe. inhibition, % at 3.39 µM. hit rate 0.99% among 340,000. AID 492956, 2010;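 active = inhibition above the mean over all tested compounds plus 3 SD, cut at about 30% in these data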;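 also: inhibitors block probe labeling of enzyme so polarization drops; 0% = enzyme with DMSO and 100% = wells lacking PAFAH2 protein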
# PAD4 FP inh – human PAD4 inhibitors, primary screen, biochemical, fluorescence polarization, 1536-well format; Protein-arginine deiminase type-4 (Homo sapiens), Q9UM07; recombinant PAD4, RCA probe fluorescence polarization; inhibition, % at 6.36 µM; hit rate 0.41% among 330,000; AID 485272, 2010;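 active = percent inhibition above a cutoff equal to the mean of all tested compounds plus 3 SD, cut at about 15% in these data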;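 also: 0% = PAD4 with RCA probe and DMSO and 100% = probe without PAD4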
# PAFAH1B3 FP inh – PAFAH1B3 enzyme inhibitors, primary screen, biochemical, fluorescence polarization, human. recombinant PAFAH1B3, FP-rhodamine probe. inhibition, % at 3.39 µM. hit rate 0.28% among 340,000. AID 492972, 2010;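 active = inhibition above the screen-wide average of all tested compounds plus 3 SD, cut at about 25% in these data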;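 also: 0% = enzyme with DMSO only and 100% = wells lacking PAFAH1B3 protein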
# LYPLA2 inh – LYPLA2 inhibitors, primary screen, counter-screen for PME1 inhibitor project, biochemical, fluorescence polarization, FP-Rh probe ABPP | recombinant LYPLA2 | inhibition, % at 5.9 µM | hit rate 0.38% among 320,000;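 active = inhibition above the screen-wide mean plus 3 SD, limit set per campaign, cut at about 26% in these data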;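 also: 0% = LYPLA2 with DMSO and 100% = wells lacking LYPLA2 enzyme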
# PME-1 inh – PME-1 inhibitors via competitive probe labeling, primary screen, biochemical, fluorescence polarization, FP-Rh probe, HTS. Protein phosphatase methylesterase 1 (Homo sapiens), Q9Y570. recombinant PME-1. inhibition, % at 5.9 µM. hit rate 0.53% among 320,000. AID 2130, 2009;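 active = inhibition above the campaign mean of all compounds plus 3 SD, cut at about 26% in these data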;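 also: competitive labeling of PME-1 active site by serine hydrolase directed probe; 0% = PME-1 with DMSO and 100% = wells lacking PME-1 enzyme; inhibitors block probe labeling so polarization falls and inhibition rises; many of its hits are not listed in these tables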
# Target sequence (Q9Y570 whole entry, looked up): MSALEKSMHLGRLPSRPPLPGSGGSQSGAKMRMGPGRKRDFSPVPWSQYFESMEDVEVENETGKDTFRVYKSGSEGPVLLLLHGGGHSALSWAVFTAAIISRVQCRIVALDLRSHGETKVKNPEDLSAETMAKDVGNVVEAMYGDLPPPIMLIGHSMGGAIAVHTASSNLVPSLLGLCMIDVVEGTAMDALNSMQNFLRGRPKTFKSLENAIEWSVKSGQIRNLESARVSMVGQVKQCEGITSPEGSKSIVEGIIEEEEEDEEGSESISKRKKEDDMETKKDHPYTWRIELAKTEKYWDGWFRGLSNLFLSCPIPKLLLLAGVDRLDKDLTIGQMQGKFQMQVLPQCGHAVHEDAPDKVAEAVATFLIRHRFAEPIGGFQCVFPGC
# * marks the source's active call; other numbers are inactive results; · = no result given.
nr	Compound	pPAFAH inh	GSTO1 inh	LYPLA1 counter	PAFAH1B2 FP inh	PAFAH2 FP inh
1	COc1cc(Cl)c(C)cc1NC(=O)COC(=O)c1cc[n+]([O-])cc1	3	3	0	3	5
2	Cc1ccc(C2CN(c3ccccc3)CC2C(=O)c2ccc(F)cc2)cc1 (stereo not given)	4	-9	-1	0	-14
3	O=C(c1cnc2sccn2c1=O)N(Cc1ccccc1)c1ccccn1	3	-1	3	-3	-52
4	COc1ccc(OCC(=O)Nc2ccc(NC(=O)c3cccs3)cc2)cc1	2	-8	-7	-2	-6
5	COC(=O)c1ccc(S(=O)(=O)NCc2ccc(OC)cc2)n1C	0	-3	-1	29*	4
6	O=C1c2ccccc2C(=O)N1c1ncn[nH]1	-5	1	4	2	-5
7	O=C(NNc1c2ccccc2nc2ccccc12)c1cccc(O)c1	26*	0	-2	8	16
8	Cc1ccc(S(=O)(=O)N2CCC(NC(=O)c3cccnc3)CC2)cc1Cl	4	4	1	2	0
9	COc1ccc(C(C(=O)NC2CCCC2)N(Cc2ccccc2)C(=O)CNC(=O)c2ccco2)cc1 (stereo not given)	0	1	0	2	8
10	Cc1ccc(C)c(CSc2nnc(-c3cccs3)n2Cc2ccco2)c1	10	-1	-3	4	1
11	CCc1ccc(N2CC(O)(c3cccs3)[N+]3=C2SCCC3)cc1 (stereo not given)	5	4	3	-1	0
12	COC(=O)C[C@H]1c2ccccc2S(=O)(=O)N1Cc1ccc(OC)cc1	2	2	-2	2	-1
13	O=C1/C(=C/c2ccncc2)SC(=S)N1C1CCS(=O)(=O)C1 (stereo not given)	-1	-25	-3	-2	-2
14	CC(=O)Oc1ccc(C(=O)Nc2cccc(C(=O)NC(C)(C)C)c2)cc1	0	4	-4	3	7
15	O=C1OC(c2ccccc2)=NC12CC2c1ccc(Cl)cc1 (stereo not given)	-7	15	4	-1	0

nr	PAD4 FP inh	PAFAH1B3 FP inh	LYPLA2 inh	PME-1 inh
1	-4	2	0	2
2	1	5	5	0
3	-3	-2	3	-2
4	-2	-6	-6	-4
5	1	7	2	2
6	-1	5	6	1
7	7	16	-4	40*
8	1	11	2	-3
9	1	-1	2	1
10	-2	3	1	7
11	-3	6	0	3
12	-1	5	-2	1
13	-15	2	-11	-5
14	-3	7	1	3
15	-1	2	9	-2

# In the list so far, these contain a thiophene ring, fused or not.
nr	Compound	pPAFAH inh	GSTO1 inh	LYPLA1 counter	PAFAH1B2 FP inh	PAFAH2 FP inh
4	COc1ccc(OCC(=O)Nc2ccc(NC(=O)c3cccs3)cc2)cc1	2	-8	-7	-2	-6
10	Cc1ccc(C)c(CSc2nnc(-c3cccs3)n2Cc2ccco2)c1	10	-1	-3	4	1
11	CCc1ccc(N2CC(O)(c3cccs3)[N+]3=C2SCCC3)cc1 (stereo not given)	5	4	3	-1	0

nr	PAD4 FP inh	PAFAH1B3 FP inh	LYPLA2 inh	PME-1 inh
4	-2	-6	-6	-4
10	-2	3	1	7
11	-3	6	0	3

# Going on with the list:
nr	Compound	pPAFAH inh	GSTO1 inh	LYPLA1 counter	PAFAH1B2 FP inh	PAFAH2 FP inh
16	COc1ccc(N2CC(NC(=O)Nc3ccccc3)CC2=O)cc1 (stereo not given)	2	-3	0	2	-3
17	CC(Cc1ccccc1)C(=O)N(C)Cc1cccnc1 (stereo not given)	0	5	0	6	-6
18	CN(C)c1ccc(C(=O)c2ccc(N(C)C)c3ccccc23)cc1	7	4	-5	5	4
19	CCOC(=O)CNC(=O)CSc1ccc2nnc(-c3cccnc3)n2n1	4	6	3	-3	-5
20	O=C(NCCCN1CCOCC1)[C@@H]1CSC2c3ccccc3C(=O)N21 (stereo not given in full)	2	-3	1	-1	-4
21	COc1ccc(CCNC(=O)c2ccc(CNS(=O)(=O)c3ccc(C(C)(C)C)cc3)cc2)cc1OC	-7	-3	-1	2	4
22	Cc1ccc(NC(=S)NNC(=O)c2ccco2)cc1	7	3	2	-4	-3
23	Cn1cc(/C=C2\SC(=O)NC2=S)c2ccccc21	18	21	1	11	18
24	CN(C)CCCN(Cc1cc2cc3c(cc2[nH]c1=O)OCO3)C(=S)NCc1ccco1	1	3	2	7	12
25	CC1=C(N2CCCCC2)CCC1=O	1	-2	2	-1	0
26	COc1cc(C2c3c(-c4ccccc4)n[nH]c3C(=O)N2c2ccccc2)ccc1O (stereo not given)	-2	-26	2	2	2
27	Oc1ccc2oc3c(c2c1C=NCc1ccncc1)CCCC3	8	20	0	8	-3
28	COc1ccc(OC)c(C2=NOC(C(=O)N3CCCc4ccccc43)C2)c1 (stereo not given)	-1	8	-5	3	-4
29	COc1ccc(S(=O)(=O)N2CCN(c3ccc(F)cc3)CC2)cc1C(=O)N1CCCC1	1	7	-2	8	12
30	CCc1ccccc1N(CC(=O)O)S(C)(=O)=O	0	4	0	4	3

nr	PAD4 FP inh	PAFAH1B3 FP inh	LYPLA2 inh	PME-1 inh
16	-2	6	2	0
17	4	0	4	-3
18	2	1	-12	-1
19	-1	1	5	-1
20	-3	-2	2	2
21	4	8	0	-10
22	2	2	4	-1
23	-3	9	0	14
24	4	11	0	4
25	1	13	-1	-3
26	-4	-1	-4	-10
27	-4	2	-4	-11
28	-1	6	-7	-4
29	2	8	1	-5
30	-3	3	7	2

# Structures above with an aryl thioether with sulfur outside any ring, in the order listed:
nr	Compound	pPAFAH inh	GSTO1 inh	LYPLA1 counter	PAFAH1B2 FP inh	PAFAH2 FP inh
10	Cc1ccc(C)c(CSc2nnc(-c3cccs3)n2Cc2ccco2)c1	10	-1	-3	4	1
19	CCOC(=O)CNC(=O)CSc1ccc2nnc(-c3cccnc3)n2n1	4	6	3	-3	-5

nr	PAD4 FP inh	PAFAH1B3 FP inh	LYPLA2 inh	PME-1 inh
10	-2	3	1	7
19	-1	1	5	-1

# Continued:
nr	Compound	pPAFAH inh	GSTO1 inh	LYPLA1 counter	PAFAH1B2 FP inh	PAFAH2 FP inh
31	CCOc1ccccc1/C=C(/NC(=O)c1ccccc1)C(=O)N1CCCCC1	-9	1	-4	-4	2
32	Cc1cc(Cl)c(S(=O)(=O)NC(C)C)cc1OCC(N)=O	1	2	-2	5	1
33	CN(C)CCCNC(=O)c1cc(C(=O)C2CCCCC2)c[nH]1	6	-2	-1	1	-1
34	CC1=C(C(=O)NCc2ccccc2)C(c2cc(Br)cc(Br)c2OC(C)C)NC(=O)N1 (stereo not given)	9	-25	1	5	2
35	Cc1ccccc1Cn1c(C(=O)OC(C)C)cc2c1ccn2C	11	5	1	3	-1
36	O=C(CN=C1NC(=O)C(c2ccccc2)(c2ccccc2)N1)NCc1ccc(F)cc1	2	1	4	-2	0
37	O=C(c1sc2ccccc2c1Cl)N(Cc1ccccc1Cl)C1CCS(=O)(=O)C1 (stereo not given)	3	3	-1	-3	-4
38	O=C(CCCCCNc1nc(=S)[nH]c2ccccc12)NCCc1ccc(Cl)cc1	7	-8	0	2	0
39	Cc1ccccc1C(=O)/C=C1\NC(=O)CS1	1	4	-1	4	-1
40	Cc1nnc(Sc2c(N)n(C)c(=O)[nH]c2=O)s1	6	7	-4	2	-1
41	Cc1cc(C)c(C)c(S(=O)(=O)N2CCN(C(=O)CCC(=O)N3CCOCC3)CC2)c1C	4	-1	3	3	-4
42	O=C(O)CCc1ccc(-c2ccccc2)o1	2	5	-3	1	-2
43	CCCCn1c(N)c(N(Cc2ccccc2OC)C(=O)COc2ccccc2OC)c(=O)[nH]c1=O	4	4	4	3	0
44	COC(=O)Cc1ccc(N(Cc2ccccc2F)S(=O)(=O)c2ccc(Cl)cc2)cc1	1	2	-5	-7	-10
45	Cc1cccc(C)c1OCc1nc2ccccc2c(=O)n1/N=C/c1c[nH]c2ccccc12	-19	-9	-13	-7	-42

nr	PAD4 FP inh	PAFAH1B3 FP inh	LYPLA2 inh	PME-1 inh
31	10	4	-5	15
32	-4	3	5	9
33	-5	-1	12	6
34	-2	6	2	-2
35	-1	14	9	-2
36	2	4	0	8
37	2	-4	1	7
38	-6	-2	-3	0
39	-4	5	-1	5
40	-1	10	1	0
41	-5	1	0	5
42	-1	4	-5	-5
43	-2	9	-1	6
44	1	-3	-6	1
45	-9	-5	-27	-25

# More entries
nr	Compound	pPAFAH inh	GSTO1 inh	LYPLA1 counter	PAFAH1B2 FP inh	PAFAH2 FP inh
46	Cc1ccc(CN2C(=O)CCSc3ccc(Cl)cc32)cc1	1	6	3	8	-2
47	COc1ccc(Cl)cc1NC(=O)CN(C)Cc1ccc(OC)c(OC)c1	4	-7	2	3	-7
48	Fc1ccc(C2=CC(c3ccco3)n3nnnc3N2)cc1 (stereo not given)	-1	1	3	·	·
49	Cc1cc(NC(=O)c2cccc3ccccc23)cc(C)c1OCC(=O)N1CCOCC1	-1	8	-1	1	-2
50	N#CCO/N=C/C(=O)Nc1ccc(F)cc1F	-1	6	-1	5	4
51	Cc1onc(-c2ccccc2Cl)c1C(=O)Nc1nnc(-c2ccc(Br)cc2)s1	4	1	-8	3	1
52	O=C(CCSc1ccccc1)NC1CCCCCC1	-1	-7	-2	7	5
53	Cc1nc2ccccc2c2oc(C(=O)N3CCC(C)CC3)cc12	11	-1	-2	8	0
54	Cc1nn(C)cc1C(C(=O)NC1CCCCC1)N(Cc1ccc(F)cc1)C(=O)c1cnccn1 (stereo not given)	5	11	3	·	·
55	Cn1cnnc1SCC(=O)NNC(=O)c1ccc([N+](=O)[O-])cc1	2	·	·	5	-6
56	O=C1CC(c2cccs2)Cc2nc(NC(=O)C3CC3)ncc21 (stereo not given)	2	-3	-2	4	4
57	Cc1ccccc1C(=O)NC(NC(=O)c1ccccc1C)c1cccc([N+](=O)[O-])c1	-2	17	-3	1	13
58	Cc1ccc(N2C(=O)CC3(CCCC3)CC2=O)cc1	5	1	4	-1	4
59	CCOc1ccccc1N(C(=O)Nc1ccc(Cl)cc1)C1=NCCS1	2	4	1	5	-2
60	CCN(CC(=O)NNC(=O)c1ccccc1)Cc1ccc(OC)c(F)c1	3	·	·	-2	2

nr	PAD4 FP inh	PAFAH1B3 FP inh	LYPLA2 inh	PME-1 inh
46	1	5	6	2
47	-7	1	-4	2
48	-4	·	0	8
49	5	7	5	3
50	4	4	-2	-4
51	0	9	-7	-9
52	1	8	-1	-1
53	0	-2	4	0
54	-3	·	1	0
55	-2	4	·	·
56	4	7	1	1
57	3	-3	3	-10
58	4	1	2	-1
59	-2	5	1	5
60	0	7	·	·

# These rows are one share of the data; count on the stated rates, not on these rows.
